Screening data: PubChem BioAssay, several laboratories
eIF4E-4G inh: blocks eIF4E binding to eIF4G; P63073+Q04637; TR-FRET eIF4E-eIF4GI(517-606) binding, 2 h; inhibition, % at 21.7 µM; 0.37% of 220,000 active;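 active = inhibition above about 30%, limit read from the data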;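 also: 0% = full FRET control wells and 100% = background wells lacking eIF4GI fragment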
Rad51 HR inh: blocks human Rad51 in homologous recombination; Q06609; hRad51 DNA strand exchange, fluorescence dequenching; inhibition, % at 10 µM; 0.085% of 200,000 active; AID 1385;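 active = inhibition above 40% at the single screening dose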;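 also: 0% = DMSO control wells and 100% = blanks with heterologous ssDNA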
Target sequence (Q06609 whole entry, looked up): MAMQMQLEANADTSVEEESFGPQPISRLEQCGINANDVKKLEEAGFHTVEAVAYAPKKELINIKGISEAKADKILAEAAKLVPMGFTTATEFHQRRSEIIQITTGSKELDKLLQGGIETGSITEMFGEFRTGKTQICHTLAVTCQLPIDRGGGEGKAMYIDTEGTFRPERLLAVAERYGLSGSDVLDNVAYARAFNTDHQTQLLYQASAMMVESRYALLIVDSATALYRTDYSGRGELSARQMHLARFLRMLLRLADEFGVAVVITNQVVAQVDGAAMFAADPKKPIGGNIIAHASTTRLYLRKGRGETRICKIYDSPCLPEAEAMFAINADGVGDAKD
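Test system – preformed human Rad51 ssDNA filaments · Reagent – Donor/quencher-labelled 47-bp dsDNA substrate · Incubation – 37 °C 15-min filament assembly, 30-min compound preincubation, 15-min exchange · Signal – FRET fluorescence dequenching, excitation 485 nm, emission 520 nm · Read-out – percent inhibition from fluorescence, normalised to plate control and blank means · Benchmarks – plate control and blank wells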
14-3-3 Bad inh: disrupts binding of bovine 14-3-3 zeta to phospho-Bad peptide; inhibition, % at 21.7 µM; TR-FRET 14-3-3zeta/Dy647-pBad peptide displacement, 1 h; 0.71% of 220,000 active; P63103;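 active = inhibition above about 70%, limit read from the data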;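 also: 0% = full 14-3-3 plus peptide FRET controls and 100% = background without 14-3-3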
* marks the source's active call; other numbers are inactive results; / = not tested or not shown. Only part of the results is shown; the hit share may differ from the screen's.

A first look (two entries):
Values in the order: eIF4E-4G inh	Rad51 HR inh	14-3-3 Bad inh
CCCn1cnc2c1c(=O)n(CCCCC(C)=O)c(=O)n2C
 : /	2	/
CC12CCC(CC1)C(C)(C)O2
 : /	-3	/

The listing, repeating the preview:
Values in the order: eIF4E-4G inh	Rad51 HR inh	14-3-3 Bad inh
CCCn1cnc2c1c(=O)n(CCCCC(C)=O)c(=O)n2C
 : /	2	/
CC12CCC(CC1)C(C)(C)O2
 : /	-3	/
C=CC1=C(C(=O)O)N2C(=O)[C@@H](NC(=O)/C(=N\O)c3csc(N)n3)[C@H]2SC1 (stereo in doubt)
 : /	3	/
Cc1cc(Nc2cc(N3CCN(C)CC3)nc(Sc3ccc(NC(=O)C4CC4)cc3)n2)n[nH]1
 : /	1	/
COc1ccc(C(=O)NCc2ccc(OCCN(C)C)cc2)cc1OC
 : /	-2	/
CC1COc2c(N3CCN(C)CC3)c(F)cc3c(=O)c(C(=O)O)cn1c23 (stereo unspecified)
 : -1	-6	2

Reprinted from the entries so far (three entries):
Values in the order: eIF4E-4G inh	Rad51 HR inh	14-3-3 Bad inh
Cc1cc(Nc2cc(N3CCN(C)CC3)nc(Sc3ccc(NC(=O)C4CC4)cc3)n2)n[nH]1
 : /	1	/
COc1ccc(C(=O)NCc2ccc(OCCN(C)C)cc2)cc1OC
 : /	-2	/
CC1COc2c(N3CCN(C)CC3)c(F)cc3c(=O)c(C(=O)O)cn1c23 (stereo unspecified)
 : -1	-6	2
